Compound activity from PubChem BioAssay.
HTT aggregate = mutant huntingtin aggregation inhibition. Potency, µM (doses to about 46.1 µM), for inactives: at the highest dose activity change, negative = inhibition, hits mostly inhibitors. PC12 HttQ103-GFP aggregates, Acumen cytometry, 40 h. AID 1688. 220,000 tested, 1.1% active; also: % is scaled to controls: 0 for no effect and ±100 for the full control effect; nearly all actives have a fitted effect of over 60% in size
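Huntingtin Q103 exon 1–GFP aggregates in induced PC12 cells (100 nM tebufenozide) were quantified by cytometry from lysates, with compounds dosed in titration.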
GAA inhib = blocks human lysosomal alpha-glucosidase | P10253 | AID 1466 | 200,000 tested, 0.005% active | purified human GAA, 4-MU-alpha-glucoside fluorescence | Potency, µM (titrated, usually from 76.9 µM), for the others: top-dose activity change, negative = inhibition, hits mostly inhibitors;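 also: plate controls were uninhibited enzyme wells for no effect and no-enzyme background for full effect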
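Read-out is 4-methylumbelliferone fluorescence (Ex 365/Em 440 nm) after NaOH/glycine stop at pH 10. Enzyme 4 nM, substrate 400 uM, pH 5.0 citrate buffer, 20 min room temperature; AC50 from Hill-equation concentration-response.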
IMPase Li inh = IMPase inhibition in cells with lithium potentiation. Potency, µM (highest dose often 59.4 µM), for the others: top-dose activity, negative = IMPase inhibition, hits mostly inhibitors. 210,000 tested, 0.35% active. CHO-M1 cells, IP1 TR-FRET (IP-One), carbachol + lithium. AID 1457;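 also: IP1 builds up when IMPase is blocked and the TR-FRET signal falls; plate controls were basal vehicle for no effect and high inhibitor control for full effect; nearly all actives have a fitted effect of over 50% in size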
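Steps: plate 2000 CHO-M1 cells per well and culture 16–30 h; add compound and lithium; incubate 30 min, 37C; add d2-IP1 tracer and Eu cryptate anti-IP1 antibody in lysis buffer; read after 10 min at room temperature.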
aGlu spleen mod = inhibits or activates alpha-glucosidase in human spleen homogenate; AID 2112; Potency, µM (series often up to 79.9 µM), without a hit: at the top dose activity change, negative = inhibition, hits mostly inhibitors; 240,000 tested, 0.006% active; P10253; human spleen homogenate, 4-MU-alpha-glucoside fluorescence;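 also: 0% = enzyme with vehicle and -100% = no enzyme basal signal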
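AC50 values come from Hill-equation fits of concentration-response data, normalized to no-enzyme and full-activity controls. Enzyme source: 1 ug human spleen homogenate; 1 mM fluorogenic 4-MU glucoside, pH 5.0 citrate buffer, 37 C, 40 min.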
GoLoco inh red = blocks human Gai1 binding to RGS12 GoLoco peptide, red readout. P63096. 230,000 tested, 0.44% active. AID 880. Potency, µM (doses to about 61.6 µM), for inactives: at the highest dose activity, negative = inhibition, usual class: inhibitors. Gai1:RGS12 GoLoco peptide FP, rhodamine, 10 min; active = well fitted inhibition curve with a large enough effect, not every such curve was filed as active; inactive = no such curve, though single readings can be large or run the other way; also: % is scaled to controls: 0 for no effect and ±100 for the full control effect; nearly all actives have a fitted effect of over 30% in size; many of its hits are not listed in these tables
Target sequence (P63096 whole entry, looked up): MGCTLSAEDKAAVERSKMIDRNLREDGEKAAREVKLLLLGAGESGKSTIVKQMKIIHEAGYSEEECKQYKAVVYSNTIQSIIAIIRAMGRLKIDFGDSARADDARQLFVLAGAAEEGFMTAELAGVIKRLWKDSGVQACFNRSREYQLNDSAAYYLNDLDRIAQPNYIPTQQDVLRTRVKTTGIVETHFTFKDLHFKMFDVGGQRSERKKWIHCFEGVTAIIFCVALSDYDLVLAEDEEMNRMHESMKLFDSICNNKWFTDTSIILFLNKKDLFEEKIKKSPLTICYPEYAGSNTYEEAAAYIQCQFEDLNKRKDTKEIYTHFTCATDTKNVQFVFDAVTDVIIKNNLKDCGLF
GAA glycogen mod = alters human alpha-glucosidase cleavage of glycogen; recombinant GAA, glycogen substrate, Amplex Red glucose oxidase fluorescence; AID 2100; 300,000 tested, 0.38% active; P10253; Potency, µM (highest dose often 76.4 µM), for the others: top-dose activity change, negative = inhibition, most hits filed as inhibitors;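 also: 0% = full enzyme reaction and -100% = no-enzyme basal signal; the screen sought inhibitors and activators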
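Recombinant enzyme (4 nM final) with compounds titrated up to 77 uM and bovine liver glycogen (30 ug) in citrate pH 5.0, 0.01% Tween-20, 37 C 40 min. Released glucose detected by Amplex Red/glucose oxidase (Ex 573/Em 610); AC50 from Hill fits.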
HTT ATP protect = cytoprotection in Huntington HTT-Q103 PC12 cell model. Potency, µM (doses to about 56.4 µM), inactives show cytoprotection (ATP increase), actives largely listed as activators. 230,000 tested, 0.14% active. PC12 HTT-Q103 induced, cytoprotection, ATP luminescence, 40 h. AID 1471;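 also: % of control where 0% means no effect; nearly all actives have a fitted effect of over 45% in size; toxic huntingtin expression switched on by the ecdysone agonist tebufenozide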
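PC12 cells with ecdysone-inducible HTT exon 1 Q103-GFP, induced with 100 nM tebufenozide and co-treated with library compounds in a dose series (1536-well, 1500 cells/well). Cytoprotection read as ATP content by ATPlite luminescence.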
Active calls of the source: *; ? = inconclusive; / = not tested or not shown; & = joins results of further samples; [ ] = remark or other dose. Unless noted, calls follow the shape of the dose curve; as a rule, active = well fitted curve in the direction sought with a large enough effect; inconclusive = small, poorly fitted or top-dose-only effect, or another doubt; inactive = no such curve, though single readings can be large; an effect the other way counts as inactive or inconclusive. Potency is read from the fitted curve at half-maximal effect. This is a subset (hit frequency here may not be typical).

SMILES	HTT aggregate	GAA inhib	IMPase Li inh	aGlu spleen mod	GoLoco inh red	GAA glycogen mod	HTT ATP protect
COc1ccc(CCNC(=O)C2CC(c3cccc([N+](=O)[O-])c3)=NO2)cc1 (configuration not stated)	-12%	5%	-3%[38.3 µM]	2%	7%	-2%	-7%
Fc1ccccc1-c1nc2ncccc2o1	9%[9.22 µM]	4%	1%	6%	-9%	-5%	13%[10 µM]
C=CCn1c(SCc2ccc(OC)cc2)nnc1-c1cccnc1	4%	1%	/	0%	/	13%	16%
COc1nc(NCCN2CCOCC2)nc(Nc2ccccc2)n1	-18%	-1%	14%[38.3 µM]	-13%	1%	-2%	-13%[0.074 µM]
CCCNC(=O)c1c(N)n(-c2ccc(S(N)(=O)=O)cc2)c2nc3ccccc3nc12	-10%	10%	-14%	2%	15%	-3%	-3%[10 µM]
C=CCn1c(CC#N)nnc1N1CCOCC1	-10%	0%	22%[38.3 µM]	-7%	-19%	-2%	-1%
N#Cc1c(Cl)nsc1NN	?	2%	8%	5%	6%	-4%	-18%
COC(=O)c1sc(NC(=S)NC(=O)c2cccc(C)c2)nc1C	2%	3%	-9%	2%	-5%	-1%	-16%[10 µM]
CC(=O)Nc1ccc(S(=O)(=O)NNC(=O)c2ccc(C)cc2)cc1	4%	-1%	18%[38.3 µM]	-1%	1%	-5%	8%
O=C(CN1C(=O)CSC1=O)Nc1ccc2c(c1)OCCO2	-5%	-9%	0%[38.3 µM]	5%	2%	0%	-12%[10 µM]

Part of the list above in a different format:
> Fc1ccccc1-c1nc2ncccc2o1
- HTT aggregate: 9%[9.22 µM]
- GAA inhib: 4%
- IMPase Li inh: 1%
- aGlu spleen mod: 6%
- GoLoco inh red: -9%
- GAA glycogen mod: -5%
- HTT ATP protect: 13%[10 µM]
> C=CCn1c(SCc2ccc(OC)cc2)nnc1-c1cccnc1
- HTT aggregate: 4%
- GAA inhib: 1%
- IMPase Li inh: /
- aGlu spleen mod: 0%
- GoLoco inh red: /
- GAA glycogen mod: 13%
- HTT ATP protect: 16%
> COc1nc(NCCN2CCOCC2)nc(Nc2ccccc2)n1
- HTT aggregate: -18%
- GAA inhib: -1%
- IMPase Li inh: 14%[38.3 µM]
- aGlu spleen mod: -13%
- GoLoco inh red: 1%
- GAA glycogen mod: -2%
- HTT ATP protect: -13%[0.074 µM]
> CCCNC(=O)c1c(N)n(-c2ccc(S(N)(=O)=O)cc2)c2nc3ccccc3nc12
- HTT aggregate: -10%
- GAA inhib: 10%
- IMPase Li inh: -14%
- aGlu spleen mod: 2%
- GoLoco inh red: 15%
- GAA glycogen mod: -3%
- HTT ATP protect: -3%[10 µM]

Continued:
SMILES	HTT aggregate	GAA inhib	IMPase Li inh	aGlu spleen mod	GoLoco inh red	GAA glycogen mod	HTT ATP protect
O=C(O)/C=C/C(=O)NCc1ccccc1	20%	-1%	-8%	-2%	-16%	0%	/
Cc1ccnc(NC(=O)CSc2ccccn2)c1	0%[9.22 µM]	1%	/	4%	-15%	-11%	12%[10 µM]
Cc1[nH]c(=O)[nH]c(=O)c1CSc1nnc(CCCCCNC(=O)OC(C)(C)C)o1	23%	0%	-1%[38.3 µM]	5%	-3%	8%	-15%[0.074 µM]
Cc1cc(C)c(S(=O)(=O)OC[C@H]2C=CC[C@@H](CCC[C@H]3O[C@H](C(=O)OC(C)C)CC[C@@H]3C)O2)c(C)c1	/	/	18%	2%	2%	/	-3%
COc1ccc2cc(C(=O)NCC(=O)O)sc(=O)c2c1OC	-1%	-3%	-3%[38.3 µM]	-13%	6%	6%	5%
COCCn1cnc2c(c1=O)c1nc3ccccc3nc1n2/N=C/c1ccc(OC)c(OC)c1	-3%[9.22 µM]	-3%	/	4%	14%	10%	8%[10 µM]
Cc1ccc(Cl)cc1Nc1nc(-c2sc(NC(=O)c3ccccc3)nc2C)cs1	-1%	-7%	10%[38.3 µM]	-10%	20%	?	-45%[inhibitor]
CC(=O)Nc1ccc(NC(=O)c2nc(-c3ccccc3)oc2C)cc1	4%	?	-1%	-3%	8%	8%	-19%[10 µM]
COCCN(C(=O)CCCC(=O)Nc1ccccn1)C(C(=O)NC1CCCCC1)c1ccc(C)cc1 (configuration not stated)	22%	2%	/	-3%	/	9%	-7%[10 µM]
CC(=O)c1ccc(OCC(C)C)c(Cc2c(O)nc(N)[nH]c2=O)c1	-10%	4%	2%	-10%	-2%	16%	?
Clc1cccc(Cl)c1COc1ccncc1	20%	1%	8%	-2%	3%	2%	11%[10 µM]
CNC(=O)c1sccc1Oc1ccc(F)cc1[N+](=O)[O-]	-12%	7%	1%	0%	-8%	-8%	-33%[inhibitor]
O=Cc1c2[nH]c3ccccc3c2cc2[nH]c3ccccc3c12	/	/	-22%&1%&-5%&-8%	-2%&5%&3%&6%	3%&8%&8%&0%	/	-58%&-2%&-19%&-85%[inhibitor]
CCC1=C2CC[C@H]3C(=O)N(CC)C(=O)[C@H]3[C@H]2[C@@]2(C)C(=NCC(=O)OC)OC(=O)N2C1=O	/	/	-1%	1%	1%	/	-9%
Cc1ccc(OCC(=O)Nc2ccc(S(=O)(=O)Nc3onc(C)c3C)cc2)cc1	?	?	-3%[38.3 µM]	-4%	4%	-3%	-12%
CC(=O)N1C(C(=O)O)CSC1c1cccc(C)c1 (configuration not stated)	-5%[9.22 µM]	-2%	0%[38.3 µM]	-4%	4%	6%	13%
COc1ccc(CNC(=O)CN(c2ccccc2)S(=O)(=O)c2ccccc2[N+](=O)[O-])cc1	-2%[9.22 µM]	-14%	14%	-13%	6%	-10%	-17%[10 µM]
O=C(NCCSc1c[nH]c2ccccc12)C1CC1	-9%	1%	1%[38.3 µM]	-5%	-16%	-4%	-6%[10 µM]
CCC(=O)Nc1ccc(NC(=O)c2ccco2)c(OC)c1	-7%	-1%	5%[38.3 µM]	2%	3%	5%	-21%
NC1=NN(c2cccc(C(=O)O)c2)C(=O)C1	1%	4%	6%	-1%	-23%	?	-4%[10 µM]
CCNC(=S)N/N=C/c1cccc(/C=N/NC(=S)NCC)c1	15%	?	-1%	9%	11%	23%	-25%
NC(=O)c1sc2nc(-c3cccnc3)ccc2c1N	0%[9.22 µM]	/	/	-15%	-9%	-3%	-4%[10 µM]
CCc1ccc(-c2nc(CSCC(=O)NCCCN3CCCC3=O)c(C)o2)cc1	10%	7%	2%[38.3 µM]	-5%	0%	24%	-4%
Cc1ccc(N(C(C)C(=O)Nc2ccc(S(=O)(=O)N3CCOCC3)cc2)S(C)(=O)=O)cc1 (configuration not stated)	-15%	-4%	-2%	-10%	2%	-1%	16%[10 µM]
CN1CCN(c2ncc3nc(-c4cccc(C#N)c4)c(=O)n(CCc4ccccc4)c3n2)CC1	/	/	12%	8%	1%	/	-34%[inhibitor]
CN(C)C(=O)c1ccc(-c2cc(NCc3ccccc3)ncn2)cc1	/	/	-1%	-6%	7%	/	-30%[inhibitor]
COC(=O)CCC(=O)Nc1nccs1	1%[9.22 µM]	-4%	3%	-10%	10%	1%	5%[10 µM]
O=C(Cn1cc(C(=O)c2ccco2)c2ccccc21)NCc1ccco1	-15%	2%	-6%[38.3 µM]	-6%	9%	2%	-22%
C=CCN1C(=O)OC2(CCCCC2)C1(C)O (configuration not stated)	-18%	1%	-15%	2%	-8%	9%	/
O=C(Nc1nnc(-c2ccc3c(c2)OCCO3)o1)C1CCCCC1	-25%	13%	-3%	-10%	-12%	5%	-68%[inhibitor]
c1ccc2c(CN3CCOCC3)c3ccccc3c(CN3CCOCC3)c2c1	-1%	-4%	0%[38.3 µM]	-5%	4%	-6%	-5%
CCN1C(=O)/C(=C\C=C2/C=CC=CN2CC)SC1=S	30%	-9%	36%[activator]	-10%	338%[activator]	-3%	/
COc1ccccc1NC(=O)C(C)Nc1ccc(C)c(Cl)c1 (configuration not stated)	0%	-1%	9%	3%	2%	3%	-1%
c1cncc(CSc2ccc(-c3cccs3)nn2)c1	-8%	3%	-6%	5%	-5%	7%	-39%[inhibitor]
Cn1c(=O)cc(SCC(=O)NCCCN2CCN(c3ccc(F)cc3)CC2)c2ccccc21	?	-9%	/	-3%	/	9%	-39%[inhibitor]
Cc1ccc(-c2csc3ncnc(Nc4ccc(C(=O)O)cc4)c23)cc1	-11%[9.22 µM]	/	/	-9%	41%[activator]	6%	7%[10 µM]
COc1ccccc1OCC(=O)c1[nH]c(C)c(C(C)=O)c1C	?	-3%	23%[38.3 µM]	-2%	4%	1%	-26%
COC(=O)c1cc2ccsc2n1CC(=O)Nc1cc(Cl)ccc1OC	-9%	-2%	28%[38.3 µM]	-1%	25%	2%	-7%
Cc1cc(C)n(S(=O)(=O)Cc2ccccc2)n1	24%	-8%	1%[38.3 µM]	0%	4%	10%	10%
CCC1CCCCN1C(=O)c1ccccc1OC1CCN(S(C)(=O)=O)CC1 (configuration not stated)	-4%[9.22 µM]	4%	8%	-3%	11%	16%	14%[10 µM]
COc1cc(/C=C2/NC(=O)NC2=O)cc(Br)c1OCc1ccc(C(=O)O)cc1	-9%	5%	10%	-3%	0%	4%	-19%
Cc1ccc(CSc2nnc(-c3cccnc3)o2)cc1	4%	2%	27%[38.3 µM]	-7%	17%	-2%	-1%
O=C(CCn1nc(-c2ccccc2)c2ccccc2c1=O)NN1CCOCC1	20%	-7%	2%	3%	15%	-4%	-8%
CCCNS(=O)(=O)c1ccc2c(c1)n(C)c(=O)n2C	6%[9.22 µM]	12%	10%	4%	10%	-9%	21%[10 µM]
CCOCC(=O)Nc1nc2ccc(OCC)cc2s1	?	0%	28%[38.3 µM]	-5%	-2%	-3%	-67%[inhibitor]
Cc1ccc(NC(=S)Nc2ccc(S(=O)(=O)Nc3ncccn3)cc2)cc1Cl	-3%[9.22 µM]	-7%	/	-3%	7%	0%	11%[10 µM]
CCC1(C)Cc2c(sc3nc(SCC(=O)c4ccccc4)[nH]c(=O)c23)CO1 (configuration not stated)	26%[9.22 µM]	/	/	5%	9%	4%	17%[10 µM]
O=C(N/C(=C/c1cccnc1)C(=O)N1CCOCC1)c1ccccc1Cl	1%[9.22 µM]	-5%	/	-2%	2%	2%	-3%[10 µM]
CCCCCNc1c(C(=O)OCC)c(=O)[nH]c2ccccc12	-11%	-8%	-16%[38.3 µM]	-7%	-15%	6%	-22%
